USP1-UAF1 inh: Inhibitors of USP1/UAF1: Primary Screen; recombinant USP1/UAF1, Ub-Rhodamine cleavage fluorescence; Potency, µM (doses to about 57.1 µM), inactives show top-dose activity change, negative = inhibition, actives largely listed as inhibitors; actives 0.23% (n = 390,000); AID 743255, 2014; Ubiquitin carboxyl-terminal hydrolase 1 (Homo sapiens), O94782; also: % is scaled to controls: 0 for no effect and ±100 for the full control effect; nearly all actives have a fitted effect of over 60% in size; inactives centre near -12
Target sequence (O94782 whole entry, looked up): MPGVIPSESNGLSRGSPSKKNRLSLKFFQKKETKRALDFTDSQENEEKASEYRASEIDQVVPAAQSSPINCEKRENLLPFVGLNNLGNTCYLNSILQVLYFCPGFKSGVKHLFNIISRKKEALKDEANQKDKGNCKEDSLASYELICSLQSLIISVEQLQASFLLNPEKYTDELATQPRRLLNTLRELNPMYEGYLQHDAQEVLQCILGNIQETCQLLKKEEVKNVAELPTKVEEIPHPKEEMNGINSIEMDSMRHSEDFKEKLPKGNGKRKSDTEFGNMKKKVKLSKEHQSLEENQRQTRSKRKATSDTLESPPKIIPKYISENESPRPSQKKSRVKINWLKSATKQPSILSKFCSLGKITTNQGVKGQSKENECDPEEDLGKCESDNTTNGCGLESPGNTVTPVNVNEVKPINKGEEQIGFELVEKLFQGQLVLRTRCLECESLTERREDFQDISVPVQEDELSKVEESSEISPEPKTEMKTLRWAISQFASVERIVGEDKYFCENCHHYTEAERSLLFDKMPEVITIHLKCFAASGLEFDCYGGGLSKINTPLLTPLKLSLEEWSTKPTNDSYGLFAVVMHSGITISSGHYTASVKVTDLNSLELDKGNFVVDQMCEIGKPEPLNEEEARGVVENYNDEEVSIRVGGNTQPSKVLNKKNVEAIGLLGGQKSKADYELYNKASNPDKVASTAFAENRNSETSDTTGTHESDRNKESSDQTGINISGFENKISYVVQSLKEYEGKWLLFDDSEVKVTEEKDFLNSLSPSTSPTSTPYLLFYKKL
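USP1/UAF1 complex (1 nM) preincubated 15 min at room temperature with compound, then Ub-Rho substrate (150 nM final) added. Kinetic fluorescence at 480/540 nm over 6 reads at 60 s intervals; 50 mM HEPES pH 7.8, 0.5 mM EDTA, 0.1 mg/ml BSA, 1 mM TCEP, 0.01% Tween-20.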
mIDH1 inhibitor: qHTS for Inhibitors of mutant isocitrate dehydrogenase 1 (IDH1): qHTS; IDH1-R132H enzyme, NADPH consumption, diaphorase/resazurin fluorescence; actives 0.093% (n = 390,000); Isocitrate dehydrogenase [NADP] cytoplasmic (Homo sapiens), O75874; Potency, µM (top dose mostly 76.6 µM), inactives show at the top dose activity change, negative = inhibition, usual class: inhibitors; also: % is scaled to controls: 0 for no effect and ±100 for the full control effect; nearly all actives have a fitted effect of over 65% in size
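IDH1-R132H (0.5 ug/mL dispensed) in pH 7.5 Tris buffer was preincubated 30 min with compound, then given a substrate mix of 0.016 mM NADPH and 2 mM alpha-KG for 80 min at room temperature; remaining NADPH was read by diaphorase/resazurin fluorescence.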
RXFP1 ag: qHTS Assay for Agonists of the Relaxin Receptor RXFP1; HEK293T-RXFP1 cAMP TR-FRET, 30 min; response scale: percent of porcine relaxin response, buffer zero; Potency, µM (titrated, usually from 57.5 µM), without a hit: at the top dose activation, hits mostly activators; actives 0.3% (n = 370,000); AID 2676, 2010; also: % is scaled to controls: 0 for no effect and ±100 for the full control effect; nearly all actives have a fitted effect of over 60% in size; many of its hits are not listed in these tables
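HEK293 cells stably expressing RXFP1, treated 30 min at 37C with compounds plus PDE4 inhibitor Ro 20174; cAMP measured by HTRF TR-FRET. Normalized to buffer and 29 nM porcine relaxin; EC50 by Hill fit.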
ALOX12 inh: Primary qHTS assay for inhibitors of human arachidonate 12S-lipoxygenase (ALOX12): Round 2. Polyunsaturated fatty acid lipoxygenase ALOX12 (Homo sapiens), P18054. purified 12hLO, xylenol orange hydroperoxide absorbance. Potency, µM (highest dose often 108 µM), for the others: at the highest dose activity change, negative = inhibition, usual class: inhibitors. actives 1.1% (n = 580,000); also: % is scaled to controls: 0 for no effect and ±100 for the full control effect
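Hydroperoxide product was detected by ferrous iron/xylenol orange as the 573 to 405 nm absorbance ratio. Arachidonic acid at 40 uM (final) was turned over for 30 min at room temperature by 150 nM human 12hLO, pH 7.0 Hepes buffer, after 15 min compound preincubation.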
RGS4 inh: Inhibitors of Regulator of G Protein Signaling (RGS) 4: qHTS. Transcreener GDP fluorescence polarization, RGS4-accelerated GTP hydrolysis. AID 504845, 2011. actives 0.039% (n = 390,000). Potency, µM (series often up to 114 µM), for inactives: at the highest dose activity change, negative = inhibition, usual class: inhibitors. Regulator of G-protein signaling 4 (Homo sapiens), P49798; also: % is scaled to controls: 0 for no effect and ±100 for the full control effect; nearly all actives have a fitted effect of over 75% in size; some results filed as inactive show a strong effect at the top dose
Target sequence (P49798 whole entry, looked up): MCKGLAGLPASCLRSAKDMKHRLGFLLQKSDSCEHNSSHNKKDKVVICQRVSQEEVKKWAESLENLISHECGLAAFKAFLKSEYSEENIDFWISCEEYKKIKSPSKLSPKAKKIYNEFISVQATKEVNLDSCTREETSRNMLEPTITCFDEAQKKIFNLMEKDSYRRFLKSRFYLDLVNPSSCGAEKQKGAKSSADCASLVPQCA
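MLSMR compounds (23 nl, pin-transferred) preincubated 10 min at room temperature with a 500nM (2x) first reagent, then RGS4 at 900nM (2x) plus Transcreener GDP mix added; fluorescence polarization (620/688 nm) read before and after 90 min at 30 °C.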
TrxR1 inh: qHTS Assay for Inhibitors of Mammalian Selenoprotein Thioredoxin Reductase 1 (TrxR1): qHTS; Potency, µM (top dose mostly 114 µM), for inactives: at the top dose activity change, negative = inhibition, most hits filed as inhibitors; AID 588453, 2011; Thioredoxin reductase 1, cytoplasmic (Rattus norvegicus), O89049; actives 1% (n = 390,000); recombinant rTrxR1, NADPH fluorescence consumption, selenite substrate; also: % is scaled to controls: 0 for no effect and ±100 for the full control effect; nearly all actives have a fitted effect of over 65% in size
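Rat TrxR1 (90 nM in the dispensed reagent) was pre-reduced with 400 uM NADPH for 5 min at room temperature, then incubated with compound for 15 min. After 400 uM selenite was added, NADPH fluorescence (Ex 340/Em 450 nm) was followed for 8 min.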
Vif-A3G inh: qHTS for Inhibitors of Vif-A3G Interactions: qHTS; DNA dC->dU-editing enzyme APOBEC-3G (Homo sapiens), Q9HC16; Potency, µM (doses to about 46.1 µM), inactives show at the highest dose activity, negative = active, usual class: inhibitors; HeLa A3G-eYFP + Vif (tagged APOBEC3G with the HIV-1 protein that degrades it), YFP fluorescence, overnight; actives 0.076% (n = 410,000); AID 602310, 2012;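 also: % is scaled to controls: 0 for no effect and ±100 for the full control effect; nearly all actives have a fitted effect of over 60% in size; hits raise eYFP signal because A3G escapes Vif-driven loss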
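Read-out is eYFP fluorescence (Ex 488/Em 500-530) from Vif-expressing HeLa A3G-eYFP cells; more signal means A3G escaped Vif-mediated degradation. Cells plated overnight, compound pinned in, incubated overnight at 37 deg C.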
Vif-APOBEC3F blk: qHTS for Inhibitors of Vif-A3F Interactions: qHTS; HeLa A3F-eYFP + Vif (tagged APOBEC3F with the HIV-1 protein that degrades it), YFP fluorescence increase; Potency, µM (top dose mostly 46.1 µM), for inactives: at the highest dose activity, negative = active; actives 0.2% (n = 390,000); AID 602313, 2012; also: % of control where 0% means no effect; nearly all actives have a fitted effect of over 65% in size
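HeLa cells stably expressing A3F-eYFP plus Vif, plated and incubated overnight at 37 deg C, then exposed to compounds overnight at 37 deg C. Blocked degradation read as raised yellow fluorescence (Ex 488/Em 500-530).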
TrxR1 substrate: qHTS Assay for Substrates of Mammalian Selenoprotein Thioredoxin Reductase 1 (TrxR1): qHTS; Thioredoxin reductase 1, cytoplasmic (Rattus norvegicus), O89049; purified TrxR1 substrate turnover, NADPH consumption readout; Potency, µM (highest dose often 114 µM), inactives show top-dose activity change, negative = substrate turnover; actives 0.01% (n = 390,000); AID 588456, 2011; also: % is scaled to controls: 0 for no effect and ±100 for the full control effect; nearly all actives have a fitted effect of over 50% in size
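Rat TrxR1, dispensed at 90 nM, was prereduced with 400 uM NADPH (final) for 5 min at ~22 deg C, then incubated with compound 15 min before 400 uM selenite. A first-read NADPH fluorescence drop versus no-compound background flagged substrates.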
* hit, by the source's call; ? = inconclusive; · = not tested or not shown; [ ] = another dose, or the depositor's remark. Calls follow the shape of the dose curve; as a rule, active = well fitted curve in the direction sought with a large enough effect; inconclusive = small, poorly fitted or top-dose-only effect, or another doubt; inactive = no such curve, though single readings can be large; an effect the other way counts as inactive or inconclusive. Potency is read from the fitted curve at half-maximal effect. These rows are one share of the data; rates above refer to the full screens.

Compound	USP1-UAF1 inh	mIDH1 inhibitor	RXFP1 ag	ALOX12 inh	RGS4 inh	TrxR1 inh	Vif-A3G inh	Vif-APOBEC3F blk	TrxR1 substrate
CCCCn1c(N)c(N(CCC(C)C)C(=O)c2ccccc2C)c(=O)[nH]c1=O	-20%	-1%	-3.8%	-26%	-3%	26%	0%	6%	7%
FC(F)(F)c1cccc(NC(=S)NCC(c2cccnc2)N2CCOCC2)c1 (configuration not stated)	0%	4%	4.2%	-9%	-19%	1%[57.1 µM]	1%	2%	10%[57.1 µM]
C[C@H](CO)N1C[C@H](C)[C@@H](CN(C)C(=O)OCc2ccccc2)OCc2cn(nn2)CCCC1=O	-17%	-5%	·	-3%	·	·	-2%	0%	·
COc1ccc(NC(=S)NC(=O)c2cccnc2)cc1	9%	-1%	-0.6%	10%	-10%	?	-9%	4%	-5%
CCN1CCN(CC(=O)Nc2cc(S(=O)(=O)N(CC)c3ccccc3)ccc2Cl)CC1	12%	-6%	·	-8%	3%	5%	0%	1%	-1%
CCOC(=O)C1C(=O)OC(C)(C)C1C(C)C(=O)c1ccc(C)cc1C (configuration not stated)	-7%	-5%	-0.6%	-1%	26%	3%	6%	1%	-1%
Cc1ccc(-n2nc(C)c(=O)c(-c3ccccc3)c2NC(=O)c2cccs2)cc1	-11%	-5%	0.3%	?	-15%	9%	3%	1%	1%
COc1ccc(-c2noc(N3CCC(C(=O)N4CCN(c5cccc(C)c5C)CC4)CC3)n2)cc1	-1%	-11%	5.1%	?	34%	7%[57.1 µM]	7%	7%	-1%[57.1 µM]
CCOc1cc(/C=N/NC(=O)c2c(C)nc3ccc(Cl)cn23)ccc1O	0%	-2%	·	3%	·	·	-4%	0%	·
COc1ccc(CNC(=O)/C(C#N)=C2\N=C(NC(=O)c3cccs3)c3ccccc32)cc1	-10%	9%	0.8%	22%	-7%	2%	-16%	-9%	-1%
CNC(=O)c1ccsc1NC(=O)c1ccc(S(=O)(=O)N2CCCc3ccccc32)cc1	-26%	5%	6.9%	-22%	-44%	20%	4%	3%	8%
CCN(CC)S(=O)(=O)c1ccc2[nH]c(=O)[nH]c2c1	-16%	5%	1.8%	0%	-7%[11.4 µM]	29%[57.1 µM]	-1%	0%	11%
Cc1ccc(CC(=O)NCCN2CCOCC2)cc1	1%	-7%	0.5%	-1%	18%	19%	5%	-6%	-1%
Cc1ccc2[nH]cc(C(c3ccccc3)c3ccc(C)s3)c2c1 (configuration not stated)	-19%	0%	1.4%	?	5%	0%	-6%	1%	-9%
CCC(CO)Oc1cc(NC(=O)c2ccccc2C)c2ncn(C(C)C)c2c1 (configuration not stated)	-13%	0%	·	?	-10%	-1%	-5%	-5%	-3%
Cc1ccc2c(CC(=O)OCc3cc(=O)n4c(n3)sc3ccccc34)coc2c1	-5%	4%	4.7%	5%	0%[11.4 µM]	0%[57.1 µM]	1%	10%	-5%[57.1 µM]
Cc1cc(=O)n2nc(N3CCCC(C(=O)NCCCN4C(C)CCCC4C)C3)sc2n1 (configuration not stated)	-10%	0%	·	16%	·	·	-1%	1%	·
CCCc1ccc(Oc2coc3cc(OCC(=O)Nc4ccccc4C)ccc3c2=O)cc1	-21%	-6%	0.7%	-26%	-33%	4%	0%	-8%	1%
CCc1ccccc1N(CC(=O)NC1CCCCC1)C(=O)CCC(=O)Nc1ccccn1	-21%	1%	-0.3%	-1%	-22%	-11%	1%	-1%	-7%
COc1ccc([C@@H]2[C@@H]3C(=O)N(C(C)(C)C)C(=O)[C@@H]3[C@]3(Cc4ccccc4)C(=O)N(c4ccccc4)C(=O)N23)cc1	?	-13%	15%	-14%	-4%	16%[57.1 µM]	3%	1%	6%[57.1 µM]
COc1ccc(S(=O)(=O)Nc2ccc3c(c2)C(=O)N([C@H](C)CO)C[C@H](C)[C@@H](CN(C)C(=O)Nc2ccc4c(c2)OCO4)O3)cc1	-15%	0%	·	?	16%	3%	-2%	-1%	-3%
O=S(=O)(Nc1ccc(Cc2ccncc2)cc1)c1ccc(Cl)s1	-11%	-1%	0.0%	-12%	-9%	4%	-4%	-10%	-1%
Cc1ccc(C)c(OCc2cc(C(=O)N3CCC(N4CCCC(O)C4)CC3)no2)c1 (configuration not stated)	-19%	2%	-1.6%	41%[activator]	-1%	-9%	2%	0%	-7%
COc1ccc2c(c1)c1c(c(=O)n(-c3ccc(OC)c(OC)c3)c(=O)n1Cc1ccc(C)cc1)n2C	-5%	-9%	-1.3%	2%	20%	7%	2%	0%	-5%
CC(=O)Nc1ccc(Nc2nc3c(S(=O)(=O)c4cccc(Cl)c4)nnn3c3ccsc23)cc1	2%	-8%	4.9%	1%	-18%	-3%	0%	0%	25%
O=P(CO)(Cc1ccccc1)Cc1ccccc1	-17%	1%	-0.1%	-7%	-7%	5%[57.1 µM]	-4%	-9%	8%[57.1 µM]
Cc1ccc(CNC(=O)CNS(=O)(=O)c2ccc3nc(C)sc3c2)cc1	-18%	-5%	-2.1%	1%	-15%	14%	1%	-2%	3%
O=C(N/N=C(/c1ccccc1)c1ccncc1)c1ccc2c(c1)OCO2	3%	1%	4.0%	-16%	11%	-3%	1%	0%	-8%
COc1ccc(CNC(=O)Cn2nnc(-c3ccccc3F)n2)cc1	-21%	-7%	-0.5%	6%	-29%	22%[11.4 µM]	5%	-6%	12%[11.4 µM]
CCOc1ccccc1NC(=O)NCc1ccccc1	-8%	26%	0.1%	8%	0%	6%	-7%	1%	-1%

The closing two records of the part before are carried over, then new ones follow.
Compound	USP1-UAF1 inh	mIDH1 inhibitor	RXFP1 ag	ALOX12 inh	RGS4 inh	TrxR1 inh	Vif-A3G inh	Vif-APOBEC3F blk	TrxR1 substrate
COc1ccc(CNC(=O)Cn2nnc(-c3ccccc3F)n2)cc1	-21%	-7%	-0.5%	6%	-29%	22%[11.4 µM]	5%	-6%	12%[11.4 µM]
CCOc1ccccc1NC(=O)NCc1ccccc1	-8%	26%	0.1%	8%	0%	6%	-7%	1%	-1%
O=C(CC(C(=O)O)c1ccccc1)Nc1cccc2ccccc12 (configuration not stated)	-5%	5%	2.1%	17%	6%	-8%	1%	-10%	-12%
CCCCNC(=S)N1CCN(Cc2ccc3c(c2)OCO3)CC1	-20%	4%	1.5%	?	-26%	9%[57.1 µM]	-2%	-1%	4%[57.1 µM]
COc1ccc2oc(=O)c(C(=O)n3ccc(C)n3)cc2c1	-16%	1%	0.3%	-5%	-16%	?	2%	7%	52%[activator]
CN(C(=O)CSc1nc2ccc(NC(=O)c3cccs3)cc2s1)c1ccccc1	-12%	-4%	-1.1%	0%	0%	12%	1%	7%	16%
CCOC(=O)c1ccc(NC(=S)Nc2cccc(C)n2)cc1	1%	-2%	2.6%	?	-32%	6%	3%	11µM*	0%
Cc1ccc(CNC(=O)C2CCCCC2C(=O)O)cc1 (configuration not stated)	-21%	8%	1.8%	4%	-4%	-10%	-2%	-1%	-4%
COc1ccc(-c2nc(=S)[nH][nH]2)cc1OC	-13%	-2%	0.6%	?	?	?	-1%	-1%	4%
Nc1cc(S(=O)(=O)c2ccc(O)c(N)c2)ccc1O	-12%	0%	-0.6%	11%	-3%	9%	-13%	8%	0%
CSC1=N/C(=C\C=C\c2cccs2)C(=O)S1	-10%	-1%	-1.6%	?	-20%	9%[11.4 µM]	1%	-3%	4%[57.1 µM]
O=C(c1ccc(NS(=O)(=O)c2cccc([N+](=O)[O-])c2)cc1)N1CCN(C(=O)c2ccco2)CC1	-8%	-11%	0.3%	-7%	13%	-7%	0%	1%	-11%
Cc1ccc(OCC(=O)N2CCCCCC2)c(C)c1	-18%	0%	1.8%	2%	-12%	-3%	-5%	-13%	-5%
